Source: PubChem
FBW7 activator: human FBW7 E3 ligase activation, primary screen; Q969H0; AlphaScreen FBW7–phospho-cyclin E peptide binding, activator screen; normalized activity (activation), % at 26.1 µM; 0.13% of 650,000 active; AID 1259310; in the data active means normalized activity above about 1.9%;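 further: purified mutant Fbw7 with reduced substrate affinity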
GPR151 activ: activates the human receptor GPR151 | Q8TDV0 | PathHunter beta-arrestin GPR151 cells, luminescence | activation, % at 11.2 µM | 1% of 650,000 active | AID 1508602; in the data active means activation above about 4.9%;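 further: 0% = median of compound wells and 100% = cells with positive control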
Target sequence (Q8TDV0 whole entry, looked up): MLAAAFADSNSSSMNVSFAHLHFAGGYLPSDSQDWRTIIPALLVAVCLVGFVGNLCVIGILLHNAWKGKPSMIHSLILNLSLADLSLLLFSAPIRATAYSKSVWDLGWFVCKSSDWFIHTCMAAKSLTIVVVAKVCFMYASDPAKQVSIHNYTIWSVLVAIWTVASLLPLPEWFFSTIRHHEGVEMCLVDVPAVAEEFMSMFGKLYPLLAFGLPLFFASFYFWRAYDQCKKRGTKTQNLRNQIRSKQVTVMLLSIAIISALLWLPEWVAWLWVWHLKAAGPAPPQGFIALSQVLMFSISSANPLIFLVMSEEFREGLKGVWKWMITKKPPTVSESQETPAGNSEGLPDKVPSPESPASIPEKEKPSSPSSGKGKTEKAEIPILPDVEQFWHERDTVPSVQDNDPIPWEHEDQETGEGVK
MITF primary: blocks human microphthalmia-associated transcription factor; O75030; AlphaScreen MITF homodimerization, bead proximity signal; inhibition, % at 2.6 µM; 0.91% of 650,000 active; in the data active means inhibition above about 50%;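 further: 0% = vehicle wells with protein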
TEAD-YAP inh: TEAD-YAP interaction inhibition. AID 1259422. 1.4% of 640,000 active. HEK-TIYL cells, TEAD-Gal4/YAP UAS-luciferase luminescence. inhibition, % at 9.12 µM; in the data active means inhibition above about 32%;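 further: 0% = median of test compound wells and 100% = reference inhibitor wells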
The depositor's hits bear a star.

Every second line gives: FBW7 activator	GPR151 activ	MITF primary	TEAD-YAP inh
1: Cn1c(=O)cc(N2CCN(C(c3ccccc3)c3ccccc3)CC2)[nH]c1=O
  0.0	0.5	-9.2	9.4
2: COc1ccccc1-n1c(SCC(=O)C(C)(C)C)nc2c(sc(=S)n2-c2ccccc2C)c1=O
  0.1	-0.5	-2.6	-0.5
3: CCOC(=O)N1CCN(S(=O)(=O)c2ccc(NC(C)=O)cc2)CC1
  0.0	-0.7	-9.6	-0.4
4: COCCNC(=O)Cc1cn(C)c2ccccc12
  -0.2	0.1	4.5	2.7
5: Nc1cccc(-c2nc(NCCN3CCOCC3)c3ncn(Cc4ccc(C(F)(F)F)cc4)c3n2)c1
  0.1	-1.7	0.5	-6.6
6: Nc1ccccc1SCC(=O)Nc1ccc(I)cc1
  -0.1	-1.6	-2.9	-22.5
7: Cc1nc2c(c(=O)[nH]1)CN(C(=O)C1CC(=O)N(Cc3ccccc3)C1)CC2 (stereo not given)
  -0.1	-0.5	-8.7	-2.9
8: CCOC(=O)CCCCN(Cc1ccc(F)cc1)S(=O)(=O)c1ccc(F)c(C(=O)Nc2cc(Cl)ccc2OC)c1
  0.3	-0.9	22.9	-6.1
9: COc1cccc(CSc2nc(-c3ccccc3)cc(-c3ccc(F)cc3)c2C#N)c1
  0.3	0.7	18.0	0.1
10: CC(=O)c1ccc(NCC(=O)N2CCN(c3ccccc3)CC2)cc1
  0.2	-2.4	17.1	0.4
11: Clc1nc(NCc2cccnc2)c2[nH]cnc2n1
  0.0	-0.3	6.1	-19.7
12: C=CCn1c(SCC(=O)Nc2c(C)cc(C)cc2C)nnc1-c1cccs1
  0.1	-0.6	2.9	-1.8
13: CCc1ccc(CN2CCC3(CC2)CC3C(=O)NCCC2=CCCCC2)o1 (stereo not given)
  -0.1	-1.4	5.0	9.0
14: CN(Cc1ccccc1)CC(O)COc1ccc(CN2CCNC(=O)C2(C)C)cc1 (stereo not given)
  -0.2	-1.2	-14.5	-6.1
15: C=CCNC(=O)C1(c2ccccc2)CC1(Cl)Cl (stereo not given)
  -0.2	0.3	-11.4	-0.4
16: CC(C)(C)OC(=O)N1CCN(c2c(Cl)cccc2NC(=O)c2ccc(Br)o2)CC1
  0.0	-0.5	6.8	-2.0
17: CC1(C)CC(=O)c2sc(NC(=O)Cc3ccc(Br)cc3)nc2C1
  0.0	0.4	-4.4	3.6
18: C#CCNC(=O)C1CCN(c2nc3ccccc3n2CC)CC1
  -0.1	0.8	6.2	2.2
19: C=CCNC(=O)Cn1nc(-c2ccccc2F)ccc1=O
  -0.1	-0.6	-4.8	-7.7
20: NC(=O)C1CCN(C(=O)/C=C/c2ccc([N+](=O)[O-])cc2)CC1
  0.0	4.2	20.0	-3.5
21: O=C(Nc1ccc(NC(=O)c2ccccc2I)cc1Cl)c1ccco1
  -0.1	1.5	-2.0	-9.5
22: COc1ccccc1NC(=O)Nc1ccccc1
  0.1	-3.9	-10.6	-30.4
23: O=C(N=Nc1c(O)[nH]c2ccccc12)c1ccccn1
  -0.2	-4.0	5.7	-32.1
24: COc1ccc(C(=O)NCC[C@@H]2C[C@@H]3C=C[C@H]2C3)cc1OC1CCN(C(C)C)CC1
  -0.1	-0.1	3.8	4.9
25: CCOC(=O)COc1ccccc1/C=C1/C(=O)N=C(N)N1C
  -0.2	1.0	-0.4	-5.7
26: Cc1ccc(C(=O)NCCCN2CCOCC2)cc1
  -0.1	1.0	-5.3	-17.4
27: O=C(Cc1cn(-c2ccc(N3CCN(Cc4ccc5c(c4)OCO5)CC3)nn2)c2ccccc12)NCc1ccccc1
  -0.1	2.4	2.8	7.6
28: CCC(C)c1ccccc1OCC(=O)Nc1ccccc1C(=O)O (stereo not given)
  0.0	3.7	-2.0	-10.4
29: Cc1nc(SC2CCCCN(C(=O)c3ccc(Cl)cc3)C2=O)c2c3c(sc2n1)CCCC3 (stereo not given)
  0.1	-0.3	-0.3	9.2
30: CC1(CC(=O)N/N=C/c2cc(Br)c(O)cc2O)OCCO1
  -0.7	-1.1	20.8	-1.6
31: CC(=O)N1CCN(C(=O)CSc2nc3ccc(C)cc3[nH]2)CC1
  -0.2	1.2	8.6	13.2
32: CCOC(=O)c1c(NC(=O)c2cccc([N+](=O)[O-])c2)sc2c1CC(C)(C)NC2(C)C
  0.0	3.2	4.8	10.4
33: N#Cc1c(NC(=O)C2CCCO2)sc2c1CCC2 (stereo not given)
  0.0	-1.3	3.8	-20.8
34: COc1ccc(CC(=O)Nc2nnc(-c3cc(C)ccc3C)o2)cc1
  -0.3	0.1	-7.7	-0.1
35: CC1(C)CC(NC(=O)c2ccc(-n3cnnn3)cc2)CC(C)(C)N1
  0.0	0.0	-6.1	-9.4
36: CCOc1ccc(S(=O)(=O)N2CCN(c3cc(OC)nc(C)n3)CC2)cc1
  0.0	0.1	-4.8	1.4
37: O=C(Nc1cccc2c1CCCC2)N1CCC(CN2CCCC2)CC1
  0.4	0.0	11.3	9.1
38: Cc1c(C(=O)N2CCC3(CC2)OCCO3)sc2ncn(CC(=O)Nc3cccc(C(F)(F)F)c3)c(=O)c12
  -0.2	0.8	5.4	4.9
39: O=C(CN1CCCCC1)Nc1c(C(=O)c2ccc(Br)s2)oc2ccccc12
  0.1	0.9	11.0	5.6
40: COc1cccc(Nc2nc(N3CC(C)CC(C)C3)nc3c2cnn3C)c1 (stereo not given)
  0.4	-0.1	-13.1	-12.4
41: O=C1c2cccc3cccc(c23)C(=O)N1CCCN(C(=O)c1ccc(Cl)cc1Cl)c1ccc(Oc2ccccc2)cc1
  0.0	0.2	-3.7	-9.7
42: O=C(NCCN1CCN(C(=O)NCc2ccc(F)cc2)CC1)c1ccc2c(c1)OCO2
  0.1	0.2	7.3	-3.4
43: Cc1c(CN(C)Cc2ccccc2)c(=O)n(-c2ccccc2)n1C
  -0.1	0.3	23.7	3.5
44: Cc1cccc(NC(=O)/C(=C/c2ccccc2)NC(=O)c2ccccc2)c1
  -0.3	1.2	2.1	-1.6
45: O=C(/C=C\c1ccccc1)Nc1c2c(nn1-c1ccc(F)cc1)CSC2
  -0.1	1.7	3.5	-4.5
46: CC(=O)Nc1c(C(=O)c2ccc(C)cc2)oc2ccccc12
  0.2	1.1	5.5	-0.1
47: N#Cc1ccccc1NC(=O)C1CC1c1ccccc1 (stereo not given)
  -0.1	0.1	-0.2	2.2
48: CC(C)(C)c1ccc(C2SCC(=O)N2c2ccc(Oc3ccc(Cl)cc3)cc2)cc1 (stereo not given)
  0.3	2.2	13.8	1.4
49: Cc1ccc2c(c1)Oc1ccc(NC(=O)c3ccc4c(c3)OCO4)cc1C(=O)N2
  0.3	0.0	6.1	22.5
50: CCOC(=O)N1CCN(C(=O)c2ccc3nc4sc5c(c4c(=O)n3c2)CCCC5)CC1
  0.1	-0.8	2.3	6.7
51: COC(=O)c1sccc1S(=O)(=O)N(CC(=O)Nc1cc(C)ccc1C)c1ccc(C)cc1
  -0.1	-1.1	-0.1	4.6
52: COc1ccc(Cl)cc1NC(=O)c1c(NCc2cccnc2)sc2c1CCC2
  -0.1	1.2	-4.6	10.0
53: CCOC(=O)c1sc(NC(=O)CSc2nnc(CNC(=O)c3ccc(C)c([N+](=O)[O-])c3)n2C2CCCCC2)c(C(=O)OCC)c1C
  0.3	0.4	19.0	-13.7
54: CCc1cccc(C)c1NC(=O)CCc1c(C)[nH]c(=O)n(C)c1=O
  -0.1	-0.4	9.2	-2.9
55: O=C(CN1C(=O)c2ccccc2C1=O)Nc1nc(-c2ccncc2)cs1
  -0.1	0.2	-8.2	2.5
56: COc1ccc(C2CC(c3cccs3)=NN2C(=O)CN2CCCCC2)cc1 (stereo not given)
  -0.2	-0.6	-3.4	-10.8
57: CC(NC(=O)/C(=C\c1ccco1)NC(=O)c1ccc(C(C)(C)C)cc1)C(=O)O (stereo not given)
  0.0	3.7	3.2	10.9
58: COC(=O)c1[nH]c2ccc([N+](=O)[O-])cc2c1-c1ccccc1
  0.6	0.6	3.9	8.7
59: N#Cc1ccc(COC(=O)c2cncn2-c2ccc(F)cc2)cc1
  0.1	0.1	7.8	-9.5
60: CCc1cccc2c(/C=C3\NC(=S)N(CC)C3=O)cn(CC(=O)NCCCOC)c12
  0.1	-1.0	8.8	11.3

Further compounds
Every second line gives: FBW7 activator	GPR151 activ	MITF primary	TEAD-YAP inh
61: Cc1cc(C(=O)N2CCC(COCc3ccccc3)CC2)c(C)o1
  0.1	1.2	6.8	17.6
62: CN(C)/C=N/c1c(C#N)nnn1Cc1ccccc1
  0.1	1.5	-7.4	-2.9
63: O=C(N/N=C/c1c(Cl)cccc1[N+](=O)[O-])c1ccccn1
  0.1	-1.8	16.5	-43.2
64: CC(=O)Cc1nsc(NC(=O)c2cc(-c3ccc(Cl)c(Cl)c3)oc2C)n1
  0.0	1.2	-3.9	6.5
65: Cc1ccc(NC(=O)c2cccc3ccccc23)cc1C
  0.0	0.4	6.4	-27.5
66: COCCN1CCN(Cc2nc(NCc3ccc(C)o3)c3ccccc3n2)CC1
  -0.5	10.6*	-5.0	-9.7
67: COc1ccc(Sc2ccc([N+](=O)[O-])cc2)cc1OC
  0.0	-0.9	16.6	8.0
68: CCOCCCNC(=O)c1c[nH]c2ccc(S(=O)(=O)N(C)c3ccc(Cl)cc3)cc2c1=O
  -0.1	1.8	-9.8	-9.7
69: Cc1ccc(CN2CCN(CC#Cc3ccccc3)CC2CCO)o1 (stereo not given)
  -0.1	-0.3	-20.4	3.6
70: O=c1[nH]c(N2CCCC2)nc2c1CCN(Cc1cn[nH]c1-c1cccs1)C2
  -0.1	0.3	0.3	1.9
71: COc1ccc(-n2c(C)cc(C(=O)COc3ccc(-c4nnco4)cc3)c2C)cc1
  0.3	0.9	11.5	-6.5
72: CCOC(=O)c1ccc(N2C(=O)c3ccc([N+](=O)[O-])cc3C2=O)cc1
  0.1	1.4	-3.4	-7.1
73: CC(C)(C)c1ccc(OCCSc2nc(N)cc(=O)[nH]2)cc1
  0.1	0.3	4.8	17.3
74: O=C(Nc1ccc2oc(-c3cccc(F)c3)nc2c1)c1ccc(-c2ccccc2)cc1
  0.2	0.4	20.0	-0.3
75: c1ccc(CN2CCc3nnc(-c4ccccc4)n3CC2)cc1
  0.0	-0.7	6.2	7.5
76: O=C(COc1ccc(S(=O)(=O)Nc2ccc(F)cc2)cc1)NC1CCCC1
  -0.1	1.6	20.6	12.2
77: CC(C)CN1C(=O)C(=O)N(CC(=O)Nc2ccccc2OC(F)F)C1=O
  -0.1	-1.3	6.9	8.9
78: Cc1ccccc1C1=NN2C(=N)/C(=C/c3ccc(N(C)C)cc3)C(=O)N=C2S1
  0.1	0.3	-5.2	-8.5
79: CCN(Cc1ccncc1)C(=O)CCc1nnc(CCc2ccc(OC)cc2)o1
  0.1	-0.6	-7.0	-8.1
